Source: PubChem
TEAD-YAP block: TEAD-YAP interaction inhibition, primary screen, TEAD-YAP interaction inhibitor project, luminescence, HEK-TIYL cells; TEAD-Gal4/YAP UAS-luciferase luminescence; inhibition, % at 9.12 µM; AID 1259422, 2018; 640,000 tested, 1.4% active; in the data active = inhibition above about 32%;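 also: 0% = median of test compound wells and 100% = reference inhibitor wells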
MITF primary: MITF inhibitors, primary screen, biochemical, AlphaScreen, human; Microphthalmia-associated transcription factor (Homo sapiens), O75030; AlphaScreen MITF homodimerization, bead proximity signal; inhibition, % at 2.6 µM; 650,000 tested, 0.91% active; AID 1259374, 2018; in the data active = inhibition above about 50%;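 also: 0% = vehicle wells with protein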
Target sequence (O75030 whole entry, looked up): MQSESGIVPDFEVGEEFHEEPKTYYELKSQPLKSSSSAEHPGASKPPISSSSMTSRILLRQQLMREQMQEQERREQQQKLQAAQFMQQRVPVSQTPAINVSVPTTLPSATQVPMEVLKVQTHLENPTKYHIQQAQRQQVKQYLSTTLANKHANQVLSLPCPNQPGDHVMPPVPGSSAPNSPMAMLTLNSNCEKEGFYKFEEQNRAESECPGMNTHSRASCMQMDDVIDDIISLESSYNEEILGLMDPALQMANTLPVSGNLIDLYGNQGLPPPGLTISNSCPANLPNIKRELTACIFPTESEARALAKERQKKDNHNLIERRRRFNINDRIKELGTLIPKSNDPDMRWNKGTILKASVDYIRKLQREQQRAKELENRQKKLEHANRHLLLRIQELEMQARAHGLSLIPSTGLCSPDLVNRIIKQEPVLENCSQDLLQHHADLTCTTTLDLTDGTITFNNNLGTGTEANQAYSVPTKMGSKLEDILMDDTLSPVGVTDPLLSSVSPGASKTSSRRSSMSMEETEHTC
FBW7 act: FBW7 E3 ligase activators, primary screen, biochemical, AlphaScreen, human. 650,000 tested, 0.13% active. AlphaScreen FBW7–phospho-cyclin E peptide binding, activator screen. normalized activity (activation), % at 26.1 µM; in the data active = normalized activity above about 1.9%;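 also: purified mutant Fbw7 with reduced substrate affinity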
GPR151 ag: activators of human GPR151, primary screen, cell-based, PathHunter beta-arrestin, luminescence | 650,000 tested, 1% active | PathHunter beta-arrestin GPR151 cells | activation, % at 11.2 µM | AID 1508602, 2020; in the data active = activation above about 4.9%;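 also: 0% = median of compound wells and 100% = cells with positive control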
Target sequence (Q8TDV0 whole entry, looked up): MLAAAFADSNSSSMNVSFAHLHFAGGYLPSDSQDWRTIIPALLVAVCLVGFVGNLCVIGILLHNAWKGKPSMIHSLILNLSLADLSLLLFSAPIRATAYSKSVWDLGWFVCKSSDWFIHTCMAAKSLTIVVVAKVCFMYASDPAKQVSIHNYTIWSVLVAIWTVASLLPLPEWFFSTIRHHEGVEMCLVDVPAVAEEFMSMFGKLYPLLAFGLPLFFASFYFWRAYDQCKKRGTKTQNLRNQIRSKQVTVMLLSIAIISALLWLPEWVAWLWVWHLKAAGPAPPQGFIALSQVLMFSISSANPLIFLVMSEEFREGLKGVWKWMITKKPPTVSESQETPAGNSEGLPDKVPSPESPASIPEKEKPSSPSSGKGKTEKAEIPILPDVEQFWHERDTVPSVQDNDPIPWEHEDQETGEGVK
* marks the source's active call; other numbers are inactive results; . = no result given; & = joins results of further samples.

#1 COc1ccc(C2C3C(=O)N(c4ccccc4C)C(=O)C3ON2c2ccccc2)cc1 (stereo not given)
#2 CCOC(=O)C1=C(C)N=c2s/c(=C\c3ccccc3OCc3ccc(Cl)cc3)c(=O)n2C1c1ccc(OC)c(OC)c1 (stereo not given)
#3 Cc1ccc(C(=O)Nc2c(C)ccc3nsnc23)cc1
#4 O=C1CCCC(=O)N1c1ccc(N2CCC(N3CCCCC3)CC2)c([N+](=O)[O-])c1
#5 CCN(CC)C(=O)c1cc2c(=O)n3cccc(C)c3nc2n1C
#6 COC(=O)c1c(NC(=O)c2cccc(Br)c2)sc(C)c1C
#7 COC(=O)C(C)NC(=O)C1CCCN1C(=O)CNC(=O)OCc1ccccc1 (stereo not given)
#8 Cc1ccc(C)c(N(C(=O)c2csnn2)C(C(=O)NC(C)(C)C)c2cccnc2)c1 (stereo not given)
entry no.	1	2	3	4	5	6	7	8
TEAD-YAP block	-3	-2	-5	-2	5	-8	13	-2
MITF primary	0	-2	14	-1	3	4	-4	14
FBW7 act	0.0	-0.1	0.0	-0.1	0.2	0.9	0.2	0.1
GPR151 ag	1.8	2.9	-1.3	0.0	1.2	-0.2	3.9	0.7

#9 O=C(N=Nc1c(O)n(CO)c2ccccc12)c1ccncc1
#10 C=CCOC(=O)C1=C(C)NC(SCC(=O)Nc2ccc(C)c(C)c2)=C(C#N)C1c1cccs1 (stereo not given)
#11 O=C(O)Cc1c(-c2ccccc2)c2cc(Cl)ccc2[nH]c1=O
#12 CC1=C(C(=O)OCCOc2ccccc2)C(c2ccc(C)cc2)C2=C(CCCC2=O)N1 (stereo not given)
#13 COc1ccc(NC(=O)c2c(OC)cccc2OC)cc1Cl
#14 C=COc1ccc(N(C)C(=O)c2ccc(Br)cc2)cc1
#15 CCCCC[C@H](O)/C=C/[C@H]1[C@H](O)CC(=O)[C@@H]1C/C=C\CCCC(=O)O
#16 Nc1ccc(Cc2nc3c(ccc4ccccc43)[nH]2)cc1
entry no.	9	10	11	12	13	14	15	16
TEAD-YAP block	-8	11	3	-3	-9	-5	-11&-28	-33
MITF primary	6	-3	-4	-4	-17	-23	8&-2&10	6
FBW7 act	-0.4	0.1	-0.3	0.0	-0.2	-0.1	0.1&0.0	-0.2
GPR151 ag	4.9*	0.3	0.4	-1.3	0.5	3.3	-0.1&2.1&0.7	1.5

Among those listed so far, these contain nitrogen in an aromatic ring.
#2 CCOC(=O)C1=C(C)N=c2s/c(=C\c3ccccc3OCc3ccc(Cl)cc3)c(=O)n2C1c1ccc(OC)c(OC)c1 (stereo not given)
#3 Cc1ccc(C(=O)Nc2c(C)ccc3nsnc23)cc1
#5 CCN(CC)C(=O)c1cc2c(=O)n3cccc(C)c3nc2n1C
#8 Cc1ccc(C)c(N(C(=O)c2csnn2)C(C(=O)NC(C)(C)C)c2cccnc2)c1 (stereo not given)
#9 O=C(N=Nc1c(O)n(CO)c2ccccc12)c1ccncc1
#11 O=C(O)Cc1c(-c2ccccc2)c2cc(Cl)ccc2[nH]c1=O
#16 Nc1ccc(Cc2nc3c(ccc4ccccc43)[nH]2)cc1
entry no.	2	3	5	8	9	11	16
TEAD-YAP block	-2	-5	5	-2	-8	3	-33
MITF primary	-2	14	3	14	6	-4	6
FBW7 act	-0.1	0.0	0.2	0.1	-0.4	-0.3	-0.2
GPR151 ag	2.9	-1.3	1.2	0.7	4.9*	0.4	1.5

Going on with the list.
#17 CCOc1ccc(-n2c(=O)c(C#N)cc3c(=O)n4ccccc4nc32)cc1
#18 NC(=S)N/N=C/c1ccc(OC(=O)c2ccccn2)cc1
#19 CCC(C)c1ccc(NC(=O)CSc2nnnn2C)cc1 (stereo not given)
#20 CCOc1ccc(-c2[nH]nc3c2C(c2ccc(OCC(N)=O)c(OC)c2)C(C#N)=C(N)O3)cc1 (stereo not given)
#21 C=CCNC(=O)CN1C(=O)C(C(C)C)Oc2ccc(C)cc21 (stereo not given)
#22 COc1ccc(C2(O)CSC3=C(C#N)C(c4cccc(Cl)c4)CC(=O)N32)cc1OC (stereo not given)
#23 CC(C)n1cnc2c(NC3CCN(Cc4ccccc4)CC3)nc(Nc3ccc(-n4ccnc4)cc3)nc21
#24 Cc1ccc(C(=O)N2CCN=C2SCc2ccccc2F)cc1
entry no.	17	18	19	20	21	22	23	24
TEAD-YAP block	5	7	-51	9	0	-7	22	3
MITF primary	11	35	8	13	0	-6	19	-9
FBW7 act	0.9	-0.4	-0.1	0.3	0.2	-0.1	-0.2	-0.1
GPR151 ag	4.6	-4.0	-1.0	0.0	-0.9	-0.6	-1.6	-0.3

#25 CCOC(=O)c1c(/N=c2\oc3ccc(Br)cc3cc2C(=O)Nc2ccc(OC)cc2)sc2c1CCCC2
#26 CCCCC/C=C\C[C@@H](O)/C=C/C=C/C=C\[C@@H](O)CCCC(=O)O
#27 O=C(O)c1nn(Cc2csc(-c3ccccc3)n2)c(=O)c2ccccc12
#28 C#CCOc1cccc(/C=N/n2cnnc2)c1
#29 CC/C=C\C/C=C\CC(O)/C=C/C=C\C/C=C\CCCC(=O)O (stereo not given)
#30 C/C(=N\N=C\c1c[nH]c2ccccc12)c1nnn(-c2nonc2N)c1C
#31 CCOC(=O)c1ccc(N2C(=O)CC(Sc3nnc(-c4ccccc4O)o3)C2=O)cc1 (stereo not given)
#32 COc1cccc2sc(=NC(=O)c3cccc(N4C(=O)CCC4=O)c3)n(C)c12
entry no.	25	26	27	28	29	30	31	32
TEAD-YAP block	-6	.	7	9	.	-51	-1	-12
MITF primary	-6	-12	7	-19	13	-11	-5	-11
FBW7 act	0.0	.	-0.1	0.0	.	0.0	-0.3	0.0
GPR151 ag	-0.2	-1.9	1.4	-0.9	-1.8	2.6	-1.6	0.6

#33 C=CCOC(=O)/C(=C\c1ccco1)NC(=O)c1ccc(C)cc1
#34 CC1(C)Nc2ccccc2-c2nnc(SCC(=O)O)nc2O1
#35 COc1ccc(/C=C/C(=O)NCCc2nc3ccccc3[nH]2)cc1
#36 Cn1c(NCc2ccc3c(c2)OCO3)nc2c1c(=O)n(Cc1ccccc1F)c(=O)n2C
#37 CCC(Cc1ccccc1)NC(=O)CS(=O)(=O)Cc1nc(-c2ccc(C)cc2)oc1C (stereo not given)
#38 Cc1cc(C(=O)NCCC2CCCCN2S(=O)(=O)c2cccs2)c(C)o1 (stereo not given)
#39 COc1ccc(-n2cc(-c3ccccc3)c3c(Nc4ccc(C)cc4C)ncnc32)cc1
#40 Cc1ccc(C(=O)Nc2ccc(C(=O)N3CCCC3)cc2)s1
entry no.	33	34	35	36	37	38	39	40
TEAD-YAP block	-63	6	2	-2	-1	6	3	-27
MITF primary	3	-1	-4	-17	0	19	9	13
FBW7 act	-0.1	-0.1	0.1	0.2	-0.1	0.1	0.0	-0.2
GPR151 ag	4.6	-0.1	2.3	3.7	0.6	-0.7	2.1	-1.3

#41 CC1=C(c2ccc(C)cc2)S(=O)(=O)NC1=NCc1cccc(Cl)c1
#42 C#CCN(CC#C)c1ccc(C)cc1
#43 Cc1ccccc1-n1c(=S)sc2c(=O)n(-c3ccccc3)c(SCC(=O)NCc3ccccc3)nc21
#44 COCCN=c1scc(-c2ccc(OC)cc2)n1/N=C/c1ccco1
#45 CC(C)(C)OC(=O)c1sc2nc3c(cc2c1N)CCC3
#46 COc1ccc(C(=O)Nc2ccc(NC(C)=O)cc2)cc1I
#47 CCOCC(=O)Nc1cccc(NC(C)=O)c1
#48 CCOc1ccc(-c2csc3ncn(C(C)C(=O)O)c(=O)c23)cc1 (stereo not given)
entry no.	41	42	43	44	45	46	47	48
TEAD-YAP block	13	-11	-11	-19	-63	-12	-5	6
MITF primary	29	-8	-4	15	10	-14	-22	5
FBW7 act	0.6	-0.1	0.2	-0.6	1.6	-0.2	-0.4	0.1
GPR151 ag	-0.8	1.6	0.0	1.5	-1.1	4.1	0.3	0.3

#49 Fc1ccccc1/C=N/n1c(-c2ccco2)n[nH]c1=S
#50 C/C(=N/NC(=O)c1cnccn1)c1ccc(-c2ccccc2)cc1
#51 CS(=O)(=O)c1ccc(-c2cccc3c2OC(CNC(=O)c2ccco2)C3)cc1 (stereo not given)
#52 O=C(Nc1ccc(Cc2ccncc2)cc1)c1cc2ccccc2oc1=O
#53 COc1ccccc1S(=O)(=O)Nc1cccc(-c2nnc3n2CCCCC3)c1
#54 O=C(CCCCn1c(=S)[nH]c2ccsc2c1=O)NCCc1ccccc1
#55 Cc1ccccc1OCC(=O)NCCN(C)C
#56 CCOc1cc(-c2nnc(SCC(=O)NCCC3=CCCCC3)nc2-c2ccc(OC)c(OCC)c2)ccc1OC
entry no.	49	50	51	52	53	54	55	56
TEAD-YAP block	1	-27	6	-10	5	-7	-5	18
MITF primary	-9	-15	21	17	3	2	-4	0
FBW7 act	-0.2	-0.2	1.2	-0.1	0.1	-0.1	0.3	-0.1
GPR151 ag	-1.2	-1.2	-1.3	1.5	1.6	0.0	-0.4	0.8

#57 COCc1[nH]nc2c1C1(CCSCC1)C(C#N)=C(N)O2
#58 O=C(NCCS(=O)(=O)N1CCN(c2ccccc2)CC1)c1ccccc1
#59 Cc1cccc(-n2ncc3c(NCc4ccc5c(c4)OCO5)ncnc32)c1
#60 CN(C)c1ccc(/C=N\Nc2ccc3nnc(C(F)(F)C(F)(F)C(F)(F)F)n3n2)cc1
#61 Clc1ccc(N2CCN(Cc3ccco3)CC2)cc1
#62 COCCCn1c(=N)c(C(=O)NCCN2CCOCC2)cc2c(=O)n3cccc(C)c3nc21
#63 O=C(CN1CCC(O)(c2ccccc2)CC1)N1CCOCC1
#64 CCC(C)(C)NC(=O)c1ccc(F)c(S(=O)(=O)N2CCOCC2)c1
entry no.	57	58	59	60	61	62	63	64
TEAD-YAP block	-3	-5	0	-2	1	6	-8	-7
MITF primary	-2	-4	8	3	26	-1	-6	-19
FBW7 act	-0.3	0.0	0.2	-0.3	1.0	0.6	-0.2	-0.1
GPR151 ag	-0.8	-0.3	0.3	0.6	5.0*	-1.7	-0.8	2.7

#65 Cc1cccc(C(C)C)c1NC(=O)CN(C1CCCCC1)S(C)(=O)=O
#66 O=C(O)c1ccccc1C(=O)N1CCC(C(=O)c2ccccc2)CC1
#67 Oc1ccc(/C=N/NC(=S)NCCN2CCOCC2)cc1O
#68 CCc1cc(NCCCCO)n2nc3nc(C)cc(C)c3c2n1
#69 CCN(C1CCS(=O)(=O)C1)S(=O)(=O)c1cccc([N+](=O)[O-])c1 (stereo not given)
#70 O=C(Cn1ccc([N+](=O)[O-])n1)n1cc(I)cn1
#71 O=C(Cn1cnc2c(oc3ccccc32)c1=O)N1CCOCC1
#72 COc1ccc(C(=O)COC(=O)c2ccc3ccccc3n2)cc1OC
entry no.	65	66	67	68	69	70	71	72
TEAD-YAP block	-32	2	-3	6	-9	5	9	2
MITF primary	9	-3	-16	-6	0	17	1	-6
FBW7 act	0.0	0.0	-0.2	-0.1	0.0	0.0	0.0	-0.4
GPR151 ag	0.7	-0.2	-0.5	-0.4	3.6	0.7	2.0	1.0

Quoted from the listing.
#68 in TEAD-YAP block has 6
#67 in MITF primary has -16

Carrying on.
#73 O=C(Cc1ccccc1)NN1C(=O)C2C3c4ccccc4C(c4ccccc43)C2C1=O (stereo not given)
#74 O=C(Cn1c(C2CC2)nc2c(cnn2-c2ccccc2)c1=O)NCc1ccco1
#75 CN1CCN(C(=O)c2ccc(-c3nc4ncnc(NCCOc5ccccc5)c4[nH]3)cc2)CC1
#76 CCOC(=O)C1=C(C)N(C)C(=O)NC1c1ccccc1C(F)(F)F (stereo not given)
#77 N/C(=N\OC(=O)c1cc(Br)ccc1Cl)c1cccnc1
#78 Cc1ccc(OC(=O)Nc2ccccc2)cc1
#79 COc1cccc(/C=N/NC(=O)COc2c(OC)cc([N+](=O)[O-])cc2[N+](=O)[O-])c1
#80 COc1ccc(-c2nc(C)cc(NC3CC3)n2)cc1
#81 CC(=O)Cn1nnc(-c2ccccc2)n1
entry no.	73	74	75	76	77	78	79	80	81
TEAD-YAP block	-7	14	-11	5	-1	-42	-2	-56	-10
MITF primary	-5	-6	9	12	1	18	-6	12	2
FBW7 act	0.2	-0.1	0.0	0.0	-0.1	0.1	-0.1	-0.1	-0.1
GPR151 ag	-0.3	3.0	-0.2	2.5	2.5	-2.4	-1.8	0.1	-0.6

Two records drawn at random from those above:
#80 COc1ccc(-c2nc(C)cc(NC3CC3)n2)cc1
#81 CC(=O)Cn1nnc(-c2ccccc2)n1
entry no.	80	81
TEAD-YAP block	-56	-10
MITF primary	12	2
FBW7 act	-0.1	-0.1
GPR151 ag	0.1	-0.6
